# From PubChem
# PMK inhibit: S. pneumoniae PMK inhibitors, primary screen, biochemical, mevalonate pathway, pilot trial included; actives 0.49% (n = 65,000); purified PMK, PK/LDH-coupled NADH absorbance 340 nm; inhibition, % at 10 µM; phosphomevalonate kinase (Streptococcus pneumoniae D39); AID 539, 2006;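 active means top-ranked compounds by inhibition in the single 10 µM screen, taking a fixed number of the strongest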;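 further: 0% = full reaction with DMSO carrier and 100% = background rate without enzyme reaction; no value below 0 was filed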
# DPM-DC inhibit: S. pneumoniae DPM-DC inhibitors, primary screen, biochemical, PK/LDH-coupled NADH fluorescence; calls only at 10 µM; purified DPM-DC; diphosphomevalonate decarboxylase (Streptococcus pneumoniae D39); actives 0.49% (n = 65,000);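 active means the 320 compounds with the highest percent inhibition in the single-dose primary screen, excluding strongly autofluorescent ones, cut at about 32% in these data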;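 further: kinetic rate of NADH fluorescence loss reporting ADP formed by the decarboxylase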
# HPDE-C7 viability: cytotoxicity in HPDE-C7 cells, cell-based, fluorescence, HTS (AID 430); cytotoxicity, % at 10 µM; hits with a dose series show EC50 in µM; actives 1.8% (n = 63,000); HPDE-C7 pancreatic duct cells viability, fluorescence; higher % means a stronger effect;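 further: cells exposed to compound for 48 hours before viability readout; 0% = vehicle and 100% = reference cytotoxic drug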
# TNAP inhibition: human TNAP enzyme inhibitors, biochemical, luminescent (AID 518). Alkaline phosphatase, tissue-nonspecific isozyme (Homo sapiens). purified TNAP enzyme, luminescent substrate readout; higher % means a stronger effect. actives 0.09% (n = 64,000). one-dose inhibition, % at 20 µM; IC50 in µM for titrated hits; in the data active means a potency from the dose series; inactive means the rest, 99 in 100 with inhibition below about 22%;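 further: plate controls were vehicle for no effect and reference inhibitor for full effect; many of its hits are not listed in these tables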
# Bfl-1 inhibitors: Bfl-1 inhibitors, primary screen, biochemical, fluorescence polarization, FITC-Bid, mouse (AID 432). displacement, % at 20 µM, or IC50 in µM where a hit was titrated. FITC-Bid BH3 peptide fluorescence polarization displacement; higher % means a stronger effect. Bcl-2-related protein A1 (Mus musculus). actives 0.02% (n = 64,000); in the data active means a potency from the dose series; inactive means the rest, 99 in 100 with displacement below about 15%; further: strong numbers were not always called active
# KRASV12 cytotoxicity: cytotoxicity in KRAS-transformed pancreatic duct cells, primary screen, cell-based, fluorescence, HTS (AID 431); HPDE-C7K KRASV12 cells, Alamar Blue viability, 48 h; higher % means a stronger effect; cytotoxicity, % at 10 µM; hits with a dose series show EC50 in µM; actives 1.7% (n = 63,000);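 active means compounds whose percent cytotoxicity in the single-dose primary screen, scaled between solvent and toxic-drug controls, exceeds 50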;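 further: 0% = DMSO solvent wells and 100% = doxorubicin-treated wells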
# LYP inhibition: LYP phosphatase inhibitors, primary screen, biochemical, DiFMUP fluorescence, recombinant catalytic domain, 10 µM (AID 606) | Tyrosine-protein phosphatase non-receptor type 22 (Homo sapiens) | recombinant LYP catalytic domain, DiFMUP fluorescence; higher % means a stronger effect | inhibition, % at 10 µM, or IC50 in µM where a hit was titrated | 52,000 tested, under 10 active;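 active means IC50 under 40 µM in the dose-response test; inactive means IC50 of 40 µM or more, or never dose-tested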
# MK inhibit: S. pneumoniae MK inhibitors, primary screen, biochemical, PK/LDH-coupled NADH absorbance | actives 0.48% (n = 65,000) | mevalonate kinase [Streptococcus pneumoniae D39] | inhibition, % at 10 µM | purified MK, PK/LDH-coupled NADH absorbance 340 nm;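 active means ranked among the strongest by inhibition in the single 10 µM screen, a fixed top-ranked set picked for dose follow-up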; further: no value below 0 was filed
# HT1080 cytotoxicity: cytotoxicity in HT1080 fibrosarcoma cells, cell-based, fluorescence readout (AID 620); HT1080 viability, fluorescence; higher % means a stronger effect; cytotoxicity, % at 10 µM; hits with a dose series show EC50 in µM; actives 0.42% (n = 87,000);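 further: cells exposed to compound overnight then 4 h with Alamar Blue; 0% = vehicle DMSO and 100% = killing control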
# PMK inhibit pilot replicates: recorded beside PMK inhibit, whose call it bears; inhibition, %; measured here: pilot screen replicates
# MK inhibit pilot replicates: also measured in MK inhibit; calls as there; inhibition, %; measured here: pilot screen replicates
# DPM-DC inhibit pilot screen %: further read-out of DPM-DC inhibit, marked with its call; inhibition, %; measured here: pilot screen trials
# Starred values were filed as active, the others as inactive; i = inactive; x = not tested or not shown. Unless noted, no stated cut-off is given here; in the data, active means cytotoxicity above about 50%; inactive means the rest.
SMILES,PMK inhibit,DPM-DC inhibit,HPDE-C7 viability,TNAP inhibition,Bfl-1 inhibitors,KRASV12 cytotoxicity,LYP inhibition,MK inhibit,HT1080 cytotoxicity,others
O=C(O)c1ccc2c(c1)C(=O)N(c1ccc(Cl)cn1)C2=O,5.0,i,-7.6%,16.5%,-0.7%,-7.4%,6.0%,7.0,-5.2%,PMK inhibit pilot replicates=3.5;MK inhibit pilot replicates=1.5;DPM-DC inhibit pilot screen %=0.5
O=C(CSc1ccc2nnc(-c3ccncc3)n2n1)NCc1ccco1,0.0,i,7.2%,7.5%,-2.0%,1.3%,5.7%,13.0,4.1%,
CS(=O)(=O)N(CCc1ccccc1)CC(=O)NCC1CCCO1 (stereo not given),0.0,i,0.6%,6.5%,-9.9%,-7.8%,5.5%,6.0,2.0%,
CN1CCN(C(=O)C2CC(=O)N(c3ccc(F)c(Cl)c3)C2)CC1 (stereo not given),0.0,i,-5.6%,9.1%,-0.7%,3.0%,-7.7%,4.0,-5.1%,
COc1ccccc1C(=O)Nc1ccc2c(c1)nc1n2CCSC1,10.0,i,-12.2%,32.0%,-5.2%,11.1%,1.3%,11.0,-15.7%,
CCOC(=O)N1CCN(C2CC(=O)N(c3ccccc3)C2=O)CC1 (stereo not given),16.0,i,x,6.5%,-1.0%,x,4.1%,8.0,12.8%,
Cc1cccc(-c2c3c(=O)n(C)c(=O)n(C)c3c3c(C)cc(C)nn23)c1,11.0,i,-7.1%,1.8%,-4.6%,-13.5%,8.1%,9.0,2.7%,
Cc1cc(NC(=O)CSc2ncnc3ccccc23)no1,0.0,i,-6.7%,7.6%,-1.7%,5.4%,-5.5%,9.0,-6.4%,
c1ccc(Nc2nc3ccccc3n3cnnc23)cc1,10.0,i,-4.1%,7.3%,-2.0%,-14.2%,11.6%,10.0,-3.4%,
CSc1nnnn1-c1cccc(O)c1,22.0,i,3.7%,8.5%,-5.8%,-4.1%,4.0%,24.0,-1.2%,
c1ccc(-n2cnc3cc(NCc4ccncc4)ccc32)cc1,17.0,i,-16.4%,16.8%,6.5%,0.7%,6.0%,8.0,-6.6%,
CCOC(=O)C1=C(C)NC(=O)NC1c1ccc(Br)s1 (stereo not given),15.0,i,-12.4%,8.0%,-4.5%,-8.3%,6.7%,4.0,4.2%,PMK inhibit pilot replicates=2.5;MK inhibit pilot replicates=2.0;DPM-DC inhibit pilot screen %=5.0
Cc1cc(C)nc(Nc2nc3ccccc3[nH]2)n1,0.0,i,0.2%,-25.7%,-1.0%,-5.5%,5.5%,0.0,8.1%,
C=CCn1c(COc2cccc3cccnc23)nnc1SCC(=O)O,0.0,i,-4.2%,12.8%,1.4%,3.9%,-2.6%,8.0,8.1%,
CCCn1c(=O)c2ccccc2n2c(SCCOc3ccccc3F)nnc12,14.0,i,-7.6%,6.7%,1.8%,2.4%,-18.9%,1.0,2.9%,PMK inhibit pilot replicates=5.0;MK inhibit pilot replicates=4.5;DPM-DC inhibit pilot screen %=3.0
CCOc1ccc(-c2nnn(CC(=O)N3CCN(c4ccc(OC)cc4)CC3)n2)cc1OCC,4.0,i,-7.0%,8.8%,-0.9%,-9.4%,1.6%,3.0,0.4%,
Cc1cc(C)n(CCCNC(=O)c2ccc3c(c2)NC(=O)CS3)n1,13.0,i,2.1%,7.1%,5.0%,-5.8%,-11.5%,6.0,0.6%,PMK inhibit pilot replicates=8.5;MK inhibit pilot replicates=0.0;DPM-DC inhibit pilot screen %=1.0
O=C(Cc1cccs1)N1CCN(c2nc(-c3ccc(Cl)cc3)cs2)CC1,5.0,i,24.9%,13.8%,-6.0%,32.1%,0.4%,6.0,-8.3%,
c1ccc(-n2ncc3c(N4CCCC4)ncnc32)cc1,7.0,i,-3.8%,9.3%,-2.3%,-2.8%,6.1%,5.0,7.6%,
COc1ccc(CCNC(=O)CSc2nnc(Cc3csc(N)n3)n2C)cc1OC,9.0,i,5.4%,8.3%,-3.1%,9.5%,-2.2%,5.0,0.4%,
O=C(O)Cn1nc2ccccc2n1,20.0,i,-29.5%,15.8%,0.1%,-11.4%,0.5%,10.0,2.2%,PMK inhibit pilot replicates=2.0;MK inhibit pilot replicates=0.0;DPM-DC inhibit pilot screen %=6.5
COC(=O)C1=C(C)NC(C)=C(C(=O)OC)C1c1ccccn1,0.0,i,-2.2%,8.8%,-0.3%,-1.2%,13.5%,7.0,-3.4%,
O=S(=O)(c1ccc(S(=O)(=O)N(Cc2cccs2)CC2CCCO2)cc1)N1CCCCC1 (stereo not given),3.0,i,5.6%,7.4%,1.1%,7.2%,-12.9%,0.0,-7.0%,
O=C1CC(Cc2ccccc2)C(=O)N1Cc1ccco1 (stereo not given),0.0,i,-13.8%,0.1%,-0.8%,-12.2%,6.6%,4.0,6.3%,
COc1ccc(C(C(=O)NC2CCCCC2)N2CCC3(CC2)OCCO3)cc1 (stereo not given),0.0,i,-10.3%,19.4%,-9.2%,-8.8%,x,4.0,x,PMK inhibit pilot replicates=3.0;MK inhibit pilot replicates=2.5;DPM-DC inhibit pilot screen %=1.5
# (more compounds)
SMILES,PMK inhibit,DPM-DC inhibit,HPDE-C7 viability,TNAP inhibition,Bfl-1 inhibitors,KRASV12 cytotoxicity,LYP inhibition,MK inhibit,HT1080 cytotoxicity,others
CC(=O)N(Cc1cc2ccc(C)c(C)c2n2nnnc12)C1CCCC1,15.0,i,-3.5%,8.2%,-0.8%,-9.1%,x,0.0,-1.0%,
Cc1ccc(Cl)cc1N1CCN(S(=O)(=O)c2ccc3c(c2)oc(=O)n3C)CC1,12.0,i,6.9%,12.9%,1.5%,0.7%,-0.2%,7.0,-10.1%,
CC1C(=NO)C(C)C(c2ccc(N(C)C)cc2)NC1c1ccc(N(C)C)cc1 (stereo not given),11.0,i,6.0%,4.7%,-7.4%,6.5%,4.1%,0.0,-2.1%,
O=C(Cn1cccc1C(=O)c1ccccc1)NCc1ccco1,12.0,i,0.0%,5.4%,3.9%,3.8%,25.5%,3.0,-3.3%,
Cc1ccccc1Cn1cc(NC(=O)c2cc(-c3cccs3)on2)cn1,6.0,i,10.0%,10.8%,-6.0%,13.5%,5.0%,8.0,10.0%,
CCCc1oc2c(c(=O)c1CC)C(=O)CC(C)(C)C2,1.0,i,-1.9%,8.1%,-1.0%,-13.7%,5.5%,4.0,-3.3%,
COc1cccc2cc(C(C)N(CCCN3CCOCC3)C(=O)Nc3ccc(Cl)cc3)oc12 (stereo not given),7.0,i,-0.1%,9.5%,-12.9%,3.2%,9.9%,0.0,1.9%,
Cc1ccc(-n2nnc3c(=O)n(CC(=O)N4CCCC4)cnc32)cc1,8.0,i,-31.3%,4.9%,2.4%,-13.2%,-13.8%,12.0,-0.5%,
COc1ccc(S(=O)(=O)NCC(=O)N(CC(=O)NCC2CCCO2)c2c(C)cccc2C)cc1 (stereo not given),13.0,i,-0.4%,12.3%,-1.7%,-4.3%,-4.1%,10.0,5.7%,
O=C(CSc1ncn(-c2ccccc2)n1)Nc1nc2ccccc2s1,4.0,i,9.1%,7.4%,7.0%,-3.6%,-2.9%,9.0,9.4%,
O=C(C1CCN(c2nnnn2-c2ccccc2)CC1)N1CCN(c2ccccc2)CC1,11.0,i,-6.3%,11.8%,-0.8%,-14.1%,x,0.0,2.1%,PMK inhibit pilot replicates=7.0;MK inhibit pilot replicates=1.0;DPM-DC inhibit pilot screen %=0.0
CCOc1cc(CNc2ccccc2SC)ccc1O,5.0,i,11.4%,1.4%,-3.0%,7.9%,9.8%,2.0,-6.0%,
Cc1ccc(C)c(N2CCN(CC(=O)Nc3ccc4[nH]c(=O)[nH]c4c3)CC2)c1,13.0,i,5.2%,5.5%,-2.7%,-2.7%,3.7%,6.0,-8.4%,
Brc1cccc(C2CC(c3ccccc3)n3nnnc3N2)c1 (stereo not given),2.0,i,11.2%,0.5%,-7.7%,10.7%,x,8.0,-3.1%,
O=S1(=O)CC(O)C(NCc2ccco2)C1 (stereo not given),14.0,i,-9.3%,6.4%,-8.0%,-0.1%,x,7.0,-15.0%,
COc1ccc(-c2nc(N)ncc2-c2csc(C)n2)c(O)c1,0.0,i,-25.0%,7.5%,-8.7%,-17.5%,x,6.0,3.6%,
CN(C)c1nc(N)nc(-c2nc3ccccc3s2)n1,8.0,i,-14.1%,14.5%,-10.4%,-6.3%,10.2%,4.0,0.5%,PMK inhibit pilot replicates=5.0;MK inhibit pilot replicates=0.0;DPM-DC inhibit pilot screen %=1.0
Cn1c(=O)[nH]c(=O)c2c1nc(CN1CCN(c3ccccc3F)CC1)n2CC(N)=O,0.0,i,1.6%,7.3%,-1.3%,3.7%,-5.4%,3.0,-7.3%,
NC(=O)c1ccc(-n2nnnc2SCc2ccccc2)cc1,1.0,i,x,13.6%,-13.0%,x,-10.8%,11.0,-0.2%,
CCC(C)OC(=O)c1[nH]c2c(c1C)C(=O)CC(c1ccc(N(C)C)cc1)C2 (stereo not given),1.0,i,11.5%,15.9%,0.4%,4.6%,8.8%,5.0,-1.9%,PMK inhibit pilot replicates=0.0;MK inhibit pilot replicates=0.0;DPM-DC inhibit pilot screen %=0.0
COC(=O)C1=C(CSc2nncn2C)NC(=O)NC1c1cc(C)ccc1C (stereo not given),4.0,i,-18.8%,12.9%,0.3%,-12.2%,10.6%,6.0,2.1%,
O=S(=O)(NCCc1cn2ccccc2n1)c1cccs1,0.0,i,1.2%,1.2%,0.4%,6.0%,9.0%,5.0,x,
Cc1cc2oc(C(=O)N(Cc3ccco3)C3CCS(=O)(=O)C3)cc(=O)c2cc1Cl (stereo not given),0.0,i,-1.2%,10.5%,-0.8%,-8.2%,x,0.0,2.1%,

# Some of these compounds in order of formula weight, high to low.
SMILES,PMK inhibit,DPM-DC inhibit,HPDE-C7 viability,TNAP inhibition,Bfl-1 inhibitors,KRASV12 cytotoxicity,LYP inhibition,MK inhibit,HT1080 cytotoxicity,others
COC(=O)C1=C(CSc2nncn2C)NC(=O)NC1c1cc(C)ccc1C (stereo not given),4.0,i,-18.8%,12.9%,0.3%,-12.2%,10.6%,6.0,2.1%,
COc1ccc(-c2nc(N)ncc2-c2csc(C)n2)c(O)c1,0.0,i,-25.0%,7.5%,-8.7%,-17.5%,x,6.0,3.6%,
O=C(Cn1cccc1C(=O)c1ccccc1)NCc1ccco1,12.0,i,0.0%,5.4%,3.9%,3.8%,25.5%,3.0,-3.3%,
c1ccc(-n2cnc3cc(NCc4ccncc4)ccc32)cc1,17.0,i,-16.4%,16.8%,6.5%,0.7%,6.0%,8.0,-6.6%,
Cc1cc(C)nc(Nc2nc3ccccc3[nH]2)n1,0.0,i,0.2%,-25.7%,-1.0%,-5.5%,5.5%,0.0,8.1%,
